Compound activity from PubChem.
Arrestin-AP2 inh: inhibitors of human beta-arrestin and AP2 interaction; FITC-arrestin peptide / GST-AP2 beads, flow cytometry; AP2 beta2 appendage carries R879A mutation; inhibition, % at 10 µM; 0.31% of 340,000 active; AID 504490;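 active = inhibition above a set limit, near 3 SD of compounds lacking own fluorescence, cut at about 54% in these data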;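 also: plate controls were DMSO wells for no effect and 5 µM unlabelled arrestin peptide for full effect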
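Material – AP2 appendage R879A on GSH beads · Buffer or medium – PBS with 0.05% Tween 20 and 0.1% BSA · Probe or stimulus – fluorescein-tagged arrestin peptide at 50 nM final · Incubation – compound with beads 12 min RT, then probe 1 h RT · Detection – high-throughput flow cytometry of beads, ex 488, em 535 nm · Evaluation – percent response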
Wnt bcat act: activates Wnt/beta-catenin signaling in a reporter cell assay; activator, plate reader; activation, % at 9.35 µM; AID 743398; 1.2% of 300,000 active; in the data active = activation above about 30%, passing the limit was not always enough;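 also: 0% = neutral control wells and 100% = positive control wells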
cardiac RTF act: increases calcium sensitivity of human cardiac regulated thin filaments. activation, % at 7.2 µM. P19429+P45379. IANBD-labeled TnC RTF fluorescence at EC20 calcium; 0% EC20 calcium, 100% full calcium. 0.24% of 340,000 active;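 active = activation above the mean over all tested compounds plus 3 SD, cut at about 30% in these data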;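 also: rise in fluorescence read as greater calcium sensitivity of cardiac thin filaments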
LANA DNA inh: inhibitors of KSHV LANA C-terminal domain DNA binding; MBP-C-LANA/FAM-LBS DNA binding, fluorescence polarization; inhibition, % at 9 µM; 0.078% of 340,000 active; AID 504423;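 active = highest replicate inhibition at or above 60% at 9 µM, even if other replicates fall short; inactive = all replicates below 60% inhibition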;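 also: 0% = neutral control wells and 100% = 4 µM acridine orange control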
Cardiac RTF inh: cardiac RTF calcium desensitization. IANBD-labeled cardiac RTF, Ca2+ fluorescence. inhibition, % at 7.15 µM. 0.12% of 340,000 active. AID 493244;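 active = inhibition above the mean inhibition of all tested compounds plus 3 SD, cut at about 17% in these data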;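 also: assay run at fixed EC70 calcium of 1.6 mM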
Keap1 Nrf2 FP: Keap1-Nrf2 (human) interaction inhibition; Q14145; Keap1 Kelch-Nrf2 peptide fluorescence polarization, 1536-well; inhibition, % at 9.4 µM; 0.15% of 340,000 active; in the data active = inhibition above about 12%;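 also: human Keap1 Kelch domain with fluorescein labeled Nrf2 9mer peptide probe; 0% = neutral control wells and 100% = peptide positive control; higher means more block of Keap1 binding to Nrf2 peptide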
Target sequence (Q14145 whole entry, looked up, the tested form may be a part): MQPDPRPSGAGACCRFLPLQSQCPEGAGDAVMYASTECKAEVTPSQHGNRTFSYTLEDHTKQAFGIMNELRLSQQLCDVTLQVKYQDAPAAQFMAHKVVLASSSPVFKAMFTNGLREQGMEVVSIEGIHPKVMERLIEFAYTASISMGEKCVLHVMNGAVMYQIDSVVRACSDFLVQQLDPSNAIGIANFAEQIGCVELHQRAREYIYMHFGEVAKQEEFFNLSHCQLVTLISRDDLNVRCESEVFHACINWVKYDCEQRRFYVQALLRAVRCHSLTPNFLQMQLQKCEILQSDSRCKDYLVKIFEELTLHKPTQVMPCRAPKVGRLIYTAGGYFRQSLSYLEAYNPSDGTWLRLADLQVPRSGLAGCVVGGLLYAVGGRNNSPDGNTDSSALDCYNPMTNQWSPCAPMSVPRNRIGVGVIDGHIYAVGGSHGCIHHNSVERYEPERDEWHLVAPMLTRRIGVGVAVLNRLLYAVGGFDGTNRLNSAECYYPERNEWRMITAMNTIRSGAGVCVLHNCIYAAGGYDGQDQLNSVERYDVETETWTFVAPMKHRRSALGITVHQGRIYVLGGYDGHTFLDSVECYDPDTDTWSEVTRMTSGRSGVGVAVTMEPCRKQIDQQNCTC
MOR-DOR ag: OPRM1-OPRD1 heterodimerization agonism | P35372+P41143 | cells, luminescence | activation, % at 9.3 µM | 0.3% of 340,000 active | AID 504326; in the data active = activation above about 18%;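 also: 0% = vehicle-treated cells and 100% = reference agonist; values of inactives mirror those of a sister screen read the other way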
V-ATPase pH: regulators of yeast V-ATPase proton transport; S. cerevisiae, pHLuorin cytosolic pH fluorescence; response, % at 10 µM; 0.37% of 350,000 active; in the data active = response mostly above about 7.3%, no sharp cut-off; inactive = mostly below about 5.4%; also: actives read high; inactives centre near 0; some compounds called inactive have numbers as strong as hits; reference of the scale not given here
OPRM1-OPRD1 inv: mu-delta opioid heterodimer inverse agonism; P35372+P41143; cell-based MOR-DOR heterodimer luminescence; inhibition, % at 9.3 µM; 0.21% of 340,000 active; in the data active = inhibition above about 22%, passing the limit was not always enough;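 also: 0% = cells with DMSO and 100% = wells without cells with DMSO; values of inactives mirror those of a sister screen read the other way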
Pemphigus Ab inh: blocks pemphigus antibody binding to human desmoglein-3 | DSG3-coupled beads, scFv-anti-DSG3-GFP binding, flow cytometry; hits give low values | binding (percent of control), % at 10 µM | 0.48% of 310,000 active | P32926 | AID 588358;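 active = binding more than 3 SD below its plate's average and above zero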;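 also: hits lower antibody fragment binding to DSG3; some compounds called inactive have numbers as strong as hits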
An asterisk follows results filed as active; nt = no result given. Random draw from the library; 3.1% or so of the library scored in one or more.

Values run as follows: Arrestin-AP2 inh | Wnt bcat act | cardiac RTF act | LANA DNA inh | Cardiac RTF inh | Keap1 Nrf2 FP | MOR-DOR ag | V-ATPase pH | OPRM1-OPRD1 inv | Pemphigus Ab inh
- CCC1(c2ccccc2)NC(=O)N(CC(=O)N(C)CC(=O)Nc2c(C)cccc2C)C1=O (centres undefined)
    14 | 0 | 4 | 0.5 | -5 | -1 | 1.2 | -1 | -6 | 106
- COc1cccc(NC(=S)Nc2cc(C)cc(C)n2)c1
    11 | 54* | -2 | 0.5 | -2 | -6 | 0.3 | -3 | -2 | 95
- O=C(O)c1cccc(CN2C(=O)SC(Nc3ccccc3)C2=O)c1 (centres undefined)
    -3 | 3 | -5 | -3.6 | -20 | -5 | 0.1 | 8 | 0 | 100
- O=C(Cn1ccc(=O)[nH]c1=O)Nc1ccc(C(=O)O)c(O)c1
    15 | -2 | -8 | 3.5 | -3 | -4 | -0.8 | 1 | 4 | 103
- COc1ccc(C2C(C#N)=C(N)OC3=C2C(=O)CC(C)(C)C3)cc1 (centres undefined)
    -20 | -1 | 5 | -1.4 | -1 | -4 | -0.9 | 2 | 4 | 102
- O=C1N=C(N2CCOCC2)S/C1=C1\C(=O)N(Cc2ccccc2)c2ccccc21
    4 | 6 | 1 | -0.8 | -5 | -8 | -1.5 | -1 | 8 | 86
- Cc1ccc(C(=O)OCc2nnc(-c3ccccc3)o2)s1
    4 | 1 | 9 | 0.6 | -1 | 0 | -0.5 | -1 | 3 | 113
- COc1ccccc1CN1C[C@@H]2C[C@@H](c3cccc(C)n3)N3CCC[C@@]23C1=O
    -16 | 0 | 4 | -2.3 | -2 | -2 | -0.6 | -1 | 3 | 102
- CC(C(=O)NCC1CCCCC1)N(C)CC(=O)Nc1ccc(N2CCOCC2)cc1 (centres undefined)
    -15 | -1 | -2 | 0.5 | 3 | -3 | -2.7 | -5 | 13 | 114
- O=S(=O)(c1cccc2cccnc12)N1CCCc2ccccc21
    6 | 5 | 2 | 0.8 | 0 | 5 | -0.1 | 2 | 0 | 99
- CCOc1cc(C2C3=C(CCCC3=O)N(CC(=O)O)C3=C2C(=O)CCC3)ccc1OC
    -3 | 0 | 2 | 2.6 | 1 | -1 | -2.1 | 1 | 10 | 116
- O=C(COc1ccc(Cl)cc1)NCCS(=O)(=O)N1CCN(c2ccccc2F)CC1
    12 | -2 | 0 | 0.1 | -4 | 3 | 0.9 | -2 | -4 | nt
- O=C(c1ccco1)N1CCN(c2ncnc3c2[nH]c2ccc(Br)cc23)CC1
    7 | nt | -1 | -0.7 | -16 | -2 | 3.5 | -1 | -20 | 109
- CCOC(=O)c1cc2c(ccn2C)n1Cc1ccc(Cl)cc1
    54* | -1 | -4 | 0.3 | 4 | -1 | 4.5 | 8 | -24 | 96
- CN(CC(=O)NCc1ccccc1)CC(=O)Nc1ccc(Cl)c(C(F)(F)F)c1
    -3 | -9 | 0 | -3.2 | -9 | -5 | 0.1 | -2 | 0 | nt
- O=C(CSc1nnc(-c2ccco2)n1-c1ccccc1Cl)Nc1cccc(C(=O)O)c1
    -10 | -1 | -2 | -0.5 | 4 | 1 | 1.6 | -2 | -8 | nt
- Cc1nnsc1C(=O)Nc1cccc(Cl)c1
    -6 | -1 | 1 | 0.9 | 0 | -4 | -0.3 | 1 | 1 | 88
- Cc1ccc(-c2cc(C(=O)NCc3cn(C)nc3C)c3cc(Br)ccc3n2)cc1
    2 | -3 | -4 | 1.8 | -3 | -6 | -3.0 | 2 | 16 | 99
- Cc1cccc(-n2nnnc2SC(C)C(=O)NCCC2=CCCCC2)c1 (centres undefined)
    4 | nt | -8 | -0.2 | 0 | -5 | -0.8 | 1 | 5 | 108
- Cc1nc(N2CCN(S(=O)(=O)c3ccccc3C#N)CC2)c2c(-c3cccs3)csc2n1
    -2 | -2 | 1 | -0.9 | 4 | -10 | -2.3 | 1 | 12 | 87
- O=C(O)C1C2CCC(O2)C1C(=O)Nc1ccccc1Br (centres undefined)
    10 | -1 | -1 | 1.1 | 2 | -3 | -2.4 | 0 | 11 | 109
- O=C(c1ccc(Cl)c(S(=O)(=O)NCc2cccnc2)c1)N1CCCC1
    -17 | -3 | 1 | 0.0 | -3 | -1 | -4.1 | -3 | 16 | 105
- O=C(Cn1cnc2c(nnn2Cc2ccc(F)cc2)c1=O)NCc1ccccc1
    1 | 7 | 3 | -0.5 | -16 | -5 | -1.5 | 2 | 8 | 85
- CCOc1ccc(N(CC(=O)Nc2cccc(OC)c2)S(C)(=O)=O)cc1
    -6 | 7 | 3 | 0.2 | -1 | -1 | -1.8 | -2 | 9 | 109
- OCCC1CN(Cc2cn[nH]c2C2CCCCC2)CCN1C1CCCCC1 (centres undefined)
    39 | 0 | 0 | -0.3 | -3 | 6 | 0.0 | 0 | 0 | 98
- COc1ccccc1C1/C(=C(/O)c2ccccc2)C(=O)C(=O)N1CC(C)O (centres undefined)
    10 | 0 | 0 | 0.4 | 0 | -1 | 1.3 | -10 | -7 | 100
- COc1cccc(-c2nn(C)c3sc(C(=O)N4CCN(c5ccccc5)CC4)cc23)c1
    23 | nt | -3 | -1.1 | -4 | -5 | -1.2 | -4 | 7 | 98
- CCN(CC)C(=O)CN(c1cccc(Br)c1)S(C)(=O)=O
    22 | -1 | nt | 0.1 | nt | -3 | nt | 1 | nt | 99
- CCn1c(CNC(=O)c2ccccc2F)nnc1SCC(=O)Nc1nncs1
    -19 | 1 | 2 | -0.1 | 6 | -4 | -0.8 | -3 | 4 | 107
- CCOC(=O)C1CCN(C(=O)C(C)N(c2ccc(Oc3ccccc3)cc2)S(C)(=O)=O)CC1 (centres undefined)
    1 | -5 | -1 | 0.5 | -7 | -2 | -1.6 | -1 | 8 | 98
- Cc1coc2c(O)cc3c(c12)OC1(N2CCCCC2)C(=O)NCCCC31 (centres undefined)
    10 | 5 | -1 | 2.2 | 8 | -6 | 10 | 2 | -64 | 63*
- COc1ccc(OC)c(CNc2ccc3c(c2)CCC3)c1
    -2 | 0 | 10 | -6.1 | -14 | -1 | -0.2 | 5 | 1 | 145
- CCc1ccc2nc(-c3cccc(C)c3)nc(SCC(=O)NCC3CCCO3)c2c1 (centres undefined)
    3 | nt | -1 | -0.7 | -1 | -2 | -2.6 | -4 | 13 | 98
- CC(=O)c1cccc(S(=O)(=O)Nc2ccc(N3CCOCC3)cc2)c1
    22 | -2 | -4 | -1.1 | 0 | 4 | 1.5 | -2 | -12 | 101
- Cc1cc(C(F)F)nn1CC(=O)NCc1ccc(Cl)cc1Cl
    -5 | -1 | 4 | -1.2 | 2 | -1 | -1.3 | 0 | 7 | nt
- COc1ccc(NC(=O)CS(=O)CC(=O)NC2CCCc3ccccc32)cc1 (centres undefined)
    50 | -2 | 6 | 1.4 | -6 | 4 | 0.2 | nt | -1 | 107
- CCCCC[C@@H]1C=C(C(=O)O)[C@H](c2ccc3c(c2)OCO3)N1S(=O)(=O)c1ccc(C)cc1
    7 | -2 | -4 | 0.5 | 3 | 0 | -2.8 | -3 | 13 | 109
- CC(NC(=S)NNS(=O)(=O)c1cccc([N+](=O)[O-])c1)c1ccccc1 (centres undefined)
    -1 | -1 | 2 | -2.0 | -3 | -9 | -3.1 | 0 | 17 | 101
- CN(Cc1ccc2nonc2c1)Cc1nc(CC2CC2)no1
    12 | -2 | -1 | -0.8 | -2 | 3 | -0.7 | -3 | 4 | 98
- CC(=O)Nc1cccc(NS(=O)(=O)c2cn(C)c(=O)n(C)c2=O)c1
    0 | 1 | 4 | 1.0 | -2 | 0 | -2.4 | 1 | 13 | 106
- O=C(NCCNc1ccc([N+](=O)[O-])cc1)c1ccco1
    -5 | 0 | 2 | -1.6 | 3 | -6 | -3.3 | -5 | 17 | 101
- Cc1nc(-c2ccc(F)cc2)c(CC(=O)N(C)CC(=O)Nc2ccc(F)cc2)s1
    28 | 0 | 2 | -12 | -6 | -1 | -1.1 | 1 | 7 | 99
- CCC(NC(=O)NCc1cccnc1)(C(F)(F)F)C(F)(F)F
    -7 | nt | -1 | -0.2 | -7 | -6 | 0.8 | -4 | -3 | 107
- CCCNC(=O)c1cc(-c2ccco2)on1
    -3 | nt | -3 | 0.0 | 3 | -2 | -2.8 | 2 | 14 | 99
- CCOC(=O)C1=CN(CC)CCC1=O
    35 | -1 | 0 | -1.0 | -12 | -5 | -1.0 | 3 | 4 | 90
- COc1ccc(OCc2cc(C(=O)N3C[C@H]4CC[C@H]3C4)no2)c(Cl)c1
    28 | 14 | -2 | -0.4 | -1 | 1 | -1.7 | 5 | 10 | 107
- O=C(O)c1cccc(NC(=O)c2ccccc2NC(=O)c2ccco2)c1
    7 | -1 | 2 | 0.1 | -7 | -8 | -2.7 | -1 | 14 | nt
- Cc1ccc(C)c(N(CC(N)=O)S(C)(=O)=O)c1
    -9 | nt | 0 | -1.3 | -3 | -2 | -1.9 | 1 | 11 | 102

Reprinted from the listing for reference:
Values run as follows: Arrestin-AP2 inh | Wnt bcat act | cardiac RTF act | LANA DNA inh | Cardiac RTF inh | Keap1 Nrf2 FP | MOR-DOR ag | V-ATPase pH | OPRM1-OPRD1 inv | Pemphigus Ab inh
- CC(=O)Nc1cccc(NS(=O)(=O)c2cn(C)c(=O)n(C)c2=O)c1
    0 | 1 | 4 | 1.0 | -2 | 0 | -2.4 | 1 | 13 | 106
- O=C(NCCNc1ccc([N+](=O)[O-])cc1)c1ccco1
    -5 | 0 | 2 | -1.6 | 3 | -6 | -3.3 | -5 | 17 | 101
- Cc1nc(-c2ccc(F)cc2)c(CC(=O)N(C)CC(=O)Nc2ccc(F)cc2)s1
    28 | 0 | 2 | -12 | -6 | -1 | -1.1 | 1 | 7 | 99
- CCC(NC(=O)NCc1cccnc1)(C(F)(F)F)C(F)(F)F
    -7 | nt | -1 | -0.2 | -7 | -6 | 0.8 | -4 | -3 | 107
- CCCNC(=O)c1cc(-c2ccco2)on1
    -3 | nt | -3 | 0.0 | 3 | -2 | -2.8 | 2 | 14 | 99
- CCOC(=O)C1=CN(CC)CCC1=O
    35 | -1 | 0 | -1.0 | -12 | -5 | -1.0 | 3 | 4 | 90
- COc1ccc(OCc2cc(C(=O)N3C[C@H]4CC[C@H]3C4)no2)c(Cl)c1
    28 | 14 | -2 | -0.4 | -1 | 1 | -1.7 | 5 | 10 | 107
- O=C(O)c1cccc(NC(=O)c2ccccc2NC(=O)c2ccco2)c1
    7 | -1 | 2 | 0.1 | -7 | -8 | -2.7 | -1 | 14 | nt
